MPTP inh: permeability transition pore inhibition; 360,000 compounds, 1.4% hits; inhibition, % at 10 µM; isolated mouse mitochondria, Ca2+ swelling absorbance, 30 min;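 active = inhibition of 50% or more, scaled per plate between neutral and stimulator controls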;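 note: 0% = DMSO wells given calcium and 100% = 1 mM EGTA wells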
mIAP block: blocks mouse intestinal alkaline phosphatase. purified mouse IAP, CDP-Star luminescence, 30 min. inhibition, % at 10 µM. 330,000 compounds, 0.2% hits;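 active = inhibition of at least 40% at 10 µM in the primary screen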;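 note: plate controls were DMSO with enzyme for no effect and no enzyme wells for full effect; values of inactives mirror those of a sister screen read the other way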
A3A deaminase: blocks human APOBEC3A ssDNA deamination; AID 493011; 330,000 compounds, 0.41% hits; inhibition, % at 20 µM; recombinant A3A, FAM/TAMRA ssDNA deamination fluorescence;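 active = at least 40% inhibition at 20 µM here, with at most 30% in a related deaminase screen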;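 note: plate controls were A3A with DMSO for no effect and wells lacking A3A enzyme for full effect; some results filed as inactive read as strong as hits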
Target sequence (P31941 whole entry, looked up): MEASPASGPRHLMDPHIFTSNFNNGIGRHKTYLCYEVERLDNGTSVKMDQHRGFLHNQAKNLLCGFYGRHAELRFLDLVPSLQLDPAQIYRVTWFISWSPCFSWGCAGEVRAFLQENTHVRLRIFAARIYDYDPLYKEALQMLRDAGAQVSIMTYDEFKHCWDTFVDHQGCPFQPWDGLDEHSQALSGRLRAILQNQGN
mIAP act: mouse IAP activation; muIAP, CDP-Star luminescence, 30 min; active compounds read high; 1 = vehicle-only enzyme signal, 0 = enzyme-free wells; activation factor at 10 µM; 330,000 compounds, 0.24% hits; AID 2805;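 active = activation factor of at least 2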; note: the source names both 10 and 20 µM as test concentration; values of inactives mirror those of a sister screen read the other way
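System: Mouse IAP enzyme | Also added: CDP-Star substrate | Dosing: Compounds dispensed in DMSO | Schedule: 30 min enzyme-substrate-compound incubation at room temperature | Technique: Chemiluminescence readout | Control set: DMSO-only wells and no-enzyme negative control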
hIAP block: blocks human intestinal alkaline phosphatase. P09923. purified IAP, CDP-Star luminescence, 30 min. inhibition, % at 10 µM. 330,000 compounds, 0.12% hits;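 active = inhibition reaching a set limit with compound at 10 µM in the primary screen, cut at about 35% in these data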;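 note: plate controls were DMSO wells with enzyme for no effect and no-enzyme buffer wells for full effect; values of inactives mirror those of a sister screen read the other way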
MIN6 prolif: inducers of beta-cell replication in MIN6 cells. MIN6 cells proliferation, ATPlite luminescence, 48 h; cells starved in 0.2% serum; 100% = growth in 10% serum. proliferation, % at 10 µM. 330,000 compounds, 0.29% hits. AID 2380;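 active = compounds whose signal lies at least 3.5 SD above the mean of all wells on their plate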;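 note: 0% = DMSO-treated cells in low-serum medium and 100% = 10% serum control; some compounds called inactive have numbers as strong as hits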
A3G deaminase: blocks human APOBEC3G single-stranded DNA deamination; Q9HC16; recombinant A3G, ssDNA deamination FAM/TAMRA fluorescence; inhibition, % at 20 µM; 330,000 compounds, 0.28% hits; AID 493012;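 active = inhibition of at least 40% at 20 µM, with no more than 30% in the related APOBEC3A deaminase screen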;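 note: plate controls were DMSO wells with A3G for no effect and wells lacking A3G enzyme for full effect; some compounds called inactive have numbers as strong as hits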
Target sequence (Q9HC16 whole entry, looked up): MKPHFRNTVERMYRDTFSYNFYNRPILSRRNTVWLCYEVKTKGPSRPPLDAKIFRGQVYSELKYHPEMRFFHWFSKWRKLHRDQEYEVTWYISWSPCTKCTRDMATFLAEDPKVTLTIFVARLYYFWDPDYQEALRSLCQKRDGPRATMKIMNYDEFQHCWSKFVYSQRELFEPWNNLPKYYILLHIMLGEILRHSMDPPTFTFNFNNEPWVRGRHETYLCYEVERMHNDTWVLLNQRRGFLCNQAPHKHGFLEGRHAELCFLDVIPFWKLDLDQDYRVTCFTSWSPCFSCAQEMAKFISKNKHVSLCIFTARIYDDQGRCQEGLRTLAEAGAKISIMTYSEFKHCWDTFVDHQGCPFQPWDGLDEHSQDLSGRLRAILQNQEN
hIAP activ: increases human intestinal alkaline phosphatase activity; purified human IAP, CDP-Star luminescence, 30 min; active compounds read high; 1 = vehicle-only enzyme, 0 = enzyme-free background; activation factor at 10 µM; 330,000 compounds, 0.16% hits; AID 2524;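 active = activation factor of the enzyme at least 2-fold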; note: the source names both 10 and 20 µM as test concentration; values of inactives mirror those of a sister screen read the other way
GRIN3A LBD mod: NR3A (human) ligand-binding domain modulation; NR3A LBD differential scanning fluorimetry, Tm shift; 0% = protein alone, 100% = glycine-bound protein; Tm shift relative to glycine control, % at 25 µM; 340,000 compounds, 2.5% hits; AID 1259313;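 active = melting temperature shift of at least 10% of the positive control shift, at one fixed dose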
Active calls of the source: *; nt = not tested or not shown.

Results follow in this order: MPTP inh	mIAP block	A3A deaminase	mIAP act	hIAP block	MIN6 prolif	A3G deaminase	hIAP activ	GRIN3A LBD mod
[1] CCOC(=O)CN(Cc1sccc1C)C(=O)Nc1cccc(OC)c1
→ 1.3	-8	-3	1.1	3	0	-5	0.97	-8
[2] Cc1cc(C)nc(Nc2n[nH]c(COc3ccc(Cl)cc3)n2)n1
→ 0.5	13	1	0.87	9	-3	-1	0.91	2
[3] N#Cc1cccc(NC(=O)Cn2cnc(S(=O)(=O)N3CCCCC3)c2)c1
→ 0.6	1	-7	0.99	18	0	-9	0.82	0
[4] CC(=O)c1ccc(S(=O)(=O)NCCC(=O)NC2CCN(Cc3ccccc3)CC2)cc1
→ 0.1	-6	-5	1.1	-7	0	-6	1.1	-2
[5] COCCCn1c(C)nnc1SCC(=O)NNC(=O)COc1ccc(Cl)cc1
→ 1.4	-1	3	1	-75	-2	0	1.8	0
[6] O=C(OCc1cc(Cl)ccc1OC(F)F)c1cncc(Br)c1
→ -5.1	3	1	0.97	4	2	-2	0.96	1
[7] Cc1cc(=O)n2[nH]c(-c3ccc(F)cc3)cc2n1
→ 2.0	6	-3	0.94	-9	-1	-6	1.1	0
[8] Cc1nnc2ccc(-c3cccc(NC(=O)c4ccc(Cl)nc4)c3)nn12
→ 2.5	0	2	1	4	3	-3	0.96	-1
[9] C#CCOCCOCCOCCNc1nc(N2CCN(C(=O)[C@H](Cc3cc4ccccc4[nH]3)n3cc([C@@H](N)C(C)CC)nn3)CC2)nc(N2CCN(C(=O)[C@H](CCCCN)n3cc([C@@H](N)CC(C)C)nn3)CC2)n1 (stereo partly specified)
→ nt	-20	0	1.2	-16	2	-4	1.2	0
[10] CC1(C)C(C#N)=C(N)OC2=C1C(=O)CCC2
→ -1.3	8	-1	0.92	11	1	10	0.89	1
[11] COc1ccc(-c2cc(C(=O)N3CCOCC3)no2)cc1
→ 0.3	4	0	0.96	10	-3	-2	0.9	1
[12] Cc1ccnc(NS(=O)(=O)c2ccc(NC(=O)CCOc3ccccc3)cc2)n1
→ 0.5	4	-1	0.96	9	1	-4	0.91	-1
[13] COc1cc(C=NNC(=O)c2ccccc2NS(=O)(=O)c2cccs2)cc(OC)c1O
→ -0.3	25	-5	0.75	-14	-5	-8	1.1	0
[14] CC1CCCN(CCOCCOc2ccc(Br)cc2Cl)C1 (stereo unspecified)
→ 3.0	0	-1	1	-1	0	-1	1	0
[15] COc1ccc(CNCCC(c2ccccc2)C2CCOC(C)(C)C2)cc1 (stereo unspecified)
→ 13	-3	9	1	-8	-1	4	1.1	3
[16] CCc1nnc(NC(=O)c2ccc(COc3ccc(C)cc3)o2)s1
→ -1.5	5	0	0.95	16	-4	-2	0.84	1
[17] Cc1ccc(C(=O)NCCC(=O)N2CCCC2)cc1
→ -0.6	-4	-7	1	-9	-1	-7	1.1	-2
[18] Cc1cc(=O)[nH]c2sc(C(=O)N3c4ccccc4CC3C)c(N)c12 (stereo unspecified)
→ 2.5	6	-2	0.94	1	0	-5	0.99	0
[19] COc1ccc(NC(=O)C2CCCN(S(C)(=O)=O)C2)c(OC)c1 (stereo unspecified)
→ -1.2	-4	-5	1	-1	0	-8	1	0
[20] CC(NC(=O)Cn1cc(C(F)(F)F)ccc1=O)c1ccc(F)cc1 (stereo unspecified)
→ -0.6	13	5	0.87	-8	-3	2	1.1	2
[21] Cc1cccc(Cn2c(Sc3nc(C)cs3)nc3c2c(=O)[nH]c(=O)n3C)c1
→ 3.6	16	-2	0.84	1	-1	-4	0.99	0
[22] CCOc1ccc2[nH]c(=O)c(C(c3nnnn3Cc3ccco3)N3CCC(C)CC3)cc2c1 (stereo unspecified)
→ 0.1	5	0	0.95	3	-1	-3	0.97	-5
[23] Cc1cc(C)cc(OCC(=O)O/N=C(\N)c2ccccc2Cl)c1
→ 1.6	14	-2	0.86	17	3	-3	0.83	1
[24] CN(C)c1ccc(/C=C(/NC(=O)c2ccccc2)C(=O)NCCCn2ccnc2)cc1
→ 0.6	-1	-8	1	-12	1	-6	1.1	-2
[25] CCOc1ccccc1N1CCN(C(=O)c2cc(S(=O)(=O)N3CCCCC3)ccc2C)CC1
→ -0.7	0	5	1	-7	-1	-4	1.1	2
[26] COc1cccc(/C=N\NC(=O)c2cc(OCC(F)(F)F)ccc2OCC(F)(F)F)c1
→ -1.6	14	-1	0.86	-1	3	-9	1	0
[27] O=c1[nH]c(-[n+]2ccccc2)c(/C=N/N=C(\[O-])c2ccccc2)s1
→ 3.5	0	-6	1	-6	-3	-7	1.1	-1
[28] Cc1ccc(NC(=S)N(CCCN2CCCC2)Cc2cccn2Cc2ccc(Cl)cc2)cc1Cl
→ 6.6	3	1	0.97	2	-6	-5	0.98	-2
[29] CNc1c(NS(=O)(=O)c2ccc(C(C)(C)C)cc2)c(=O)oc2ccccc12
→ 0.4	12	-4	0.88	11	0	-8	0.89	-1
[30] O=C(Nc1cc(S(=O)(=O)Nc2ccccc2Cl)ccc1O)c1ccc(F)cc1F
→ 59*	-11	-4	1.1	-21	-4	-4	1.2	-9

Rewritten with one line to a screen: part of the list above.
4: CC(=O)c1ccc(S(=O)(=O)NCCC(=O)NC2CCN(Cc3ccccc3)CC2)cc1
26: COc1cccc(/C=N\NC(=O)c2cc(OCC(F)(F)F)ccc2OCC(F)(F)F)c1

screen / no.	4	26
MPTP inh	0.1	-1.6
mIAP block	-6	14
A3A deaminase	-5	-1
mIAP act	1.1	0.86
hIAP block	-7	-1
MIN6 prolif	0	3
A3G deaminase	-6	-9
hIAP activ	1.1	1
GRIN3A LBD mod	-2	0

Continued.
Results follow in this order: MPTP inh	mIAP block	A3A deaminase	mIAP act	hIAP block	MIN6 prolif	A3G deaminase	hIAP activ	GRIN3A LBD mod
[31] Cc1n[nH]c(C)c1CCN(C)C(=O)C1CCC(=O)N(CC2CCCCC2)C1 (stereo unspecified)
→ 0.5	1	1	0.99	13	7	-4	0.87	6
[32] C/C(CC(=O)Nc1ccccn1)=N\NC(=O)Cc1cccc2ccccc12
→ 0.1	2	-1	0.98	10	1	-3	0.9	0
[33] COC(=O)C(C)N(C#N)c1nc(NC(C)C)nc(SC)n1 (stereo unspecified)
→ 0.9	-4	-3	1	-18	-2	-8	1.2	0
[34] CCOc1cc(S(=O)(=O)NCCc2ccccc2C)c(OCC)cc1-n1cnnn1
→ 0.9	-9	-1	1.1	-1	-1	10	1	9
[35] CCN(CC)C(=O)C1CCCN(c2ncnc3c2cnn3-c2cccc(C)c2)C1 (stereo unspecified)
→ -0.9	0	0	1	-9	-4	1	1.1	-2
[36] COc1cc(/C=N/N2CCCCC2)cc(OC)c1O
→ -1.0	6	-5	0.94	16	1	18	0.84	-4
[37] Cc1ccc2c(Cl)c(C(=O)Nc3cccnc3)sc2c1
→ 0.5	-2	-6	1	-7	0	-9	1.1	3
[38] Cc1ccccc1N(CC(=O)NCCSc1ccccn1)S(=O)(=O)c1ccccc1
→ -0.6	-10	0	1.1	-5	1	1	1	0
[39] C=CCOc1ccc(/C=C/C(=O)OCC(=O)NCc2cccs2)cc1
→ -0.1	2	2	0.98	-2	1	-5	1	1
[40] c1ccc(-n2nnnc2SCc2cccc(CSc3nnnn3-c3ccccc3)n2)cc1
→ 0.9	0	0	1	5	-2	-6	0.95	0
[41] COc1ccc(/C=N/NC(=O)c2cc(-c3ccccc3)nc3ccccc23)cc1O
→ 1.5	3	-2	0.97	-3	-2	-6	1	7
[42] CCOc1ccc(CCNC(=O)CN(C)S(=O)(=O)c2ccc3c(c2)CCC(=O)N3)cc1OCC
→ 0.2	-2	-3	1	22	1	-6	0.78	-3
[43] Cc1csc(C(C)N(C)C(=O)c2ccc(OC3CCN(Cc4ccccn4)CC3)cc2)n1 (stereo unspecified)
→ -0.5	0	-2	1	-14	1	-5	1.1	2
[44] Fc1ccc(CNc2nc3ccccc3n3cnnc23)cc1
→ -0.1	5	-1	0.95	8	0	-4	0.92	2
[45] CC(=O)N1CCN(C(=O)COc2ccc(N(C)S(=O)(=O)c3cccs3)cc2)CC1
→ -1.1	-2	0	1	-4	3	-10	1	0
[46] O=C(Cn1cc([N+](=O)[O-])cn1)Nc1ccc(Cn2cc(Br)cn2)cc1
→ -0.4	-13	-4	1.1	2	-1	-5	0.98	-4
[47] CC1CCc2c(C(=O)OCC(=O)Nc3cccc(S(=O)(=O)N4CCCCCC4)c3)csc2C1 (stereo unspecified)
→ 44	-51	0	1.5	-4	-2	-3	1	0
[48] COc1ccc(C2C(C#N)=C(N)N(c3sc4c(c3C#N)CCCC4)C3=C2C(=O)CC(C)(C)C3)cc1OC (stereo unspecified)
→ 1.5	5	-6	0.95	4	-1	-4	0.96	-2
[49] Cc1ccc(S(=O)(=O)N2CCN(C(=O)COC(=O)CCCOc3ccccc3)CC2)c(C)c1
→ -1.9	-2	-4	1	-11	4	-6	1.1	3
[50] COC(=O)/C=c1/s/c(=C(/C#N)C(=O)N2CCOCC2)n(-c2ccccc2)c1=O
→ -2.4	5	-4	0.95	-12	-2	-12	1.1	2
[51] CCCCCCC1CC(CSC(=N)N)OC1=O (stereo unspecified)
→ 91*	18	-6	0.82	5	-3	-9	0.95	1
[52] CC1(C)NC(=O)N(CCCCOc2ccccc2[N+](=O)[O-])C1=O
→ nt	-7	5	1.1	-10	-1	3	1.1	nt
[53] COc1ccc(C(=O)COC(=O)c2cnc(C)cn2)cc1OC
→ 0.2	8	-1	0.92	2	4	-11	0.98	0
[54] C/C(N)=C(/C#N)C(=O)COC(=O)c1cc2c(s1)CCC(C)C2 (stereo unspecified)
→ 0.4	0	4	1	6	-5	4	0.94	-9
[55] Nc1nc(CC(=O)CSc2ccc(Cl)cc2)nc(Nc2ccc(F)cc2)n1
→ nt	-14	5	1.1	-32	-4	-5	1.3	nt
[56] CCC1(CC)NC(=O)N(CC(=O)OCC(=O)Nc2ccc(F)c(F)c2F)C1=O
→ -0.3	-8	2	1.1	-6	-2	-7	1.1	-2
[57] O=[N+]([O-])c1ccc(Sc2nc3ccccc3o2)c([N+](=O)[O-])c1
→ -0.3	-8	-9	1.1	-9	-6	-2	1.1	1
[58] O=C(COC(=O)CNC(=O)c1ccccc1)Nc1cccc(Br)c1
→ -0.2	0	7	1	3	-1	-3	0.97	2
[59] COc1ccccc1NC(=O)c1c(Nc2ccccc2C)sc(C(=O)Nc2cccc(Cl)c2)c1N
→ 87*	-3	-4	1	-6	-6	-8	1.1	31*
